# STK33 kinase inh = human STK33 kinase inhibition. Q9BYT3. purified STK33, MBP phosphorylation, ADP-Glo luminescence. inhibition, % at 10 µM. actives 0.073% (n = 320,000). AID 2661;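 active means inhibition at or above 25%, using the most active replicate where run in duplicate; inactive means inhibition below 25%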
# Target sequence (Q9BYT3 whole entry, looked up): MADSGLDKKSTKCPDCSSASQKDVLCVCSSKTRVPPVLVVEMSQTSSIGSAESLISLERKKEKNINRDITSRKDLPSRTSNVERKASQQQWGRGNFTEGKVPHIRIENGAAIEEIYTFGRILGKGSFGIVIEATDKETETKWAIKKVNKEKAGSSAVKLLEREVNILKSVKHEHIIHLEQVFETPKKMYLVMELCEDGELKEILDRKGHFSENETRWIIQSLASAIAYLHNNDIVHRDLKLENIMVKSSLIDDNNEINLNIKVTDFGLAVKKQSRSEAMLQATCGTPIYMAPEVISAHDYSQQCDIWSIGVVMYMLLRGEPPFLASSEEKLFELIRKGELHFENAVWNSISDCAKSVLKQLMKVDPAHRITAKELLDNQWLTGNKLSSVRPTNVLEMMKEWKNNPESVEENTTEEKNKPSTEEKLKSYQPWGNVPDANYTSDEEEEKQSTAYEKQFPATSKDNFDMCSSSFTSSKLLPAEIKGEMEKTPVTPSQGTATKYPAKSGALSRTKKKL
# * hit, by the source's call. These rows are one share of the data; count on the stated rates, not on these rows.
SMILES,STK33 kinase inh
CN(Cc1ccccc1)C(=O)c1[nH]cnc1C(=O)NC1CCN(C(=O)OC(C)(C)C)CC1,1.4
CC(C)C(=O)N1CCN(c2ccccc2NC(=O)c2ccc(Br)o2)CC1,0.7
O=S(=O)(NCCNS(=O)(=O)c1c(F)cccc1F)c1ccc2c(c1)OCCO2,0.5
Cc1cccc(NC(=O)c2nc[nH]c2C(=O)N2CCC(C)CC2)c1,0.8
C=CCN(c1ccccc1)S(=O)(=O)c1cccc(C(=O)N2CCN(c3ncccn3)CC2)c1,-0.9
CCN(CC(=O)Nc1ccc2c(c1)OCCO2)C(=O)c1cc(Cl)nc2ccccc12,1.6
C=C[C@@H]1c2ccccc2N(S(=O)(=O)c2ccc(C)cc2)[C@H](c2ccc(C(F)(F)F)cc2)C1(C#N)C#N,-0.2
COc1cccc(C(=O)OCC(=O)N2CCC(Cc3ccccc3)CC2)c1OC,-0.1
O=C(Cc1ccc([N+](=O)[O-])cc1)Nc1cccc(C(=O)N2CCCC2)c1,-0.9
COc1cccc(/C=C/C(=O)OCC(=O)NC2CCCCCCC2)c1,-0.5
Cc1ccsc1C(=O)NCCc1ccco1,-1.0
CN(c1ccccc1)S(=O)(=O)c1cccc(C(=O)NCC(=O)Nc2ccc(F)c(F)c2F)c1,-1.0
O=C(C[C@H]1C/C=C\CC[C@H](Cc2ccc(F)cc2)C(=O)O[C@@H](c2ccccc2)CNC1=O)N[C@@H](CO)Cc1ccccc1,1.6
CCCC(C)C1c2c(c(C)c(C)oc2=O)Oc2c(C)c(C)oc(=O)c21 (stereo not drawn),0.7
Cc1cc(C(=O)NNC(=O)C(CCC(N)=O)NS(=O)(=O)c2ccc(Cl)cc2)c(C)o1 (stereo not drawn),0.1

# Two of the compounds above, field by field:
Compound: CCCC(C)C1c2c(c(C)c(C)oc2=O)Oc2c(C)c(C)oc(=O)c21 (stereo not drawn)
  STK33 kinase inh: 0.7
Compound: Cc1cc(C(=O)NNC(=O)C(CCC(N)=O)NS(=O)(=O)c2ccc(Cl)cc2)c(C)o1 (stereo not drawn)
  STK33 kinase inh: 0.1

# Continued:
SMILES,STK33 kinase inh
Cc1cc(NC(=O)CN2C(=O)N(C)C3(CCCCC3)C2=O)ccc1Br,-0.5
CCCNC(=O)C(Cc1ccccc1F)NC(=O)c1ccc(C#N)cc1 (stereo not drawn),-0.1
CCN(CC(=O)NC(=O)NCc1ccccc1)CC(=O)Nc1cc(Cl)ccc1C,-1.2
Nc1ccn(CC(=O)NCCCc2ccccc2)c(=O)n1,0.8
COc1ccc(-c2oc(=O)c3cc(OC)c(OC)cc3c2C(F)(F)F)cc1,-1.2
O=C(CSc1ncccn1)Nc1cccc(S(=O)(=O)N2CCOCC2)c1,1.3
O=C(Cc1ccc([N+](=O)[O-])cc1)Nc1cccc(C(=O)N2CCCCC2)c1,-1.0
O=C(COc1cccnc1[N+](=O)[O-])N1CCC(Cc2ccccc2)CC1,-1.3
CCN(C[C@H]1N[C@@](Cc2ccccc2)(C(=O)OC)[C@H]2C(=O)N(Cc3ccccc3)C(=O)[C@@H]12)S(=O)(=O)c1ccc(C(C)(C)C)cc1,1.2
Cc1c(C(=O)N2CCCCC2)oc2ccccc12,-0.3
CCCCN(C(=O)c1cc(-c2ccncc2)nc2ccccc12)c1c(N)n(CC(C)C)c(=O)[nH]c1=O,-0.8
CN1CCC[C@@H]1CCNC(=O)c1c(-c2ccc3c(c2)OCO3)noc1-c1ccsc1,0.0
COc1ccc(COCC(O)CN2CCN(S(=O)(=O)c3ccc(C(C)C)cc3)CC2)cc1 (stereo not drawn),-0.2
COc1ccc(NC(=O)Cn2c(C)csc2=O)c(OC)c1,-0.4
COc1ccc(-c2csc(NC(=O)CN3C(=O)C4CC=CCC4C3=O)n2)cc1 (stereo not drawn),-0.7
O=C(OCC(=O)N1CCOCC1)c1cc2ccccc2oc1=O,-0.5
O=C(NN1C(=O)NC2(CCCCC2)C1=O)c1cc2cc(Cl)ccc2o1,-0.3
Cc1ccc(-n2c(SCC(=O)NCC3CCCO3)nc3ccccc3c2=O)cc1 (stereo not drawn),-0.6
CC1CCN(C(=O)COC(=O)c2ccc(Cl)nc2)CC1,-1.6
Cc1cc(Cl)ccc1OC(C)C(=O)OCC(=O)Nc1ccc2[nH]c(=O)[nH]c2c1 (stereo not drawn),0.4
Cc1ccc(C)c(NC(=O)CN2C(=O)NC(C)(c3ccc4c(c3)OCCO4)C2=O)c1 (stereo not drawn),-0.2
COc1cc(C)ccc1OCC(=O)Nc1nnc(C2CC2)s1,-1.6
Cc1ccc(-c2csc(NS(=O)(=O)c3cccc(F)c3)n2)o1,-0.2
COc1ccc(C(=O)Nc2ccc(N3CCCCCC3)cc2)cc1S(=O)(=O)N1CCOCC1,0.0
COc1ccc(CN([C@H](C)CO)S(=O)(=O)N(Cc2ccccc2)[C@H](CO)C(C)C)cc1,0.3
COc1ccccc1-c1oc2ccccc2c1C#CC1(O)CCCCC1,-0.7
Cc1ccc(NC(=O)CN(C)C(=O)/C=C/c2ccc3c(c2)OCO3)cc1,0.6
C[C@H]1CN([C@@H](C)CO)C(=O)c2cc(NC(=O)Nc3cccc4ccccc34)ccc2O[C@@H]1CN(C)Cc1ccc(-c2ccccc2)cc1,1.4
Cc1ccc(S(=O)(=O)N2CCC(C(=O)NCCCN3CCCC3=O)CC2)cc1,-1.6
Cc1ccc(S(=O)(=O)N2CCCCC2)cc1NC(=O)CNc1ccccc1N1CCCC1=O,0.5

# Given with bars between the fields: entries from further up.
compound | STK33 kinase inh
CCN(CC(=O)Nc1ccc2c(c1)OCCO2)C(=O)c1cc(Cl)nc2ccccc12 | 1.6
C=C[C@@H]1c2ccccc2N(S(=O)(=O)c2ccc(C)cc2)[C@H](c2ccc(C(F)(F)F)cc2)C1(C#N)C#N | -0.2

# More structures:
SMILES,STK33 kinase inh
Cc1cc(C)cc(NC(=O)CN2C(=O)C3CC=CCC3C2=O)c1 (stereo not drawn),-0.8
CC(=O)c1ccc(S(=O)(=O)NCCC(=O)OCC(=O)N(Cc2ccccc2)C(C)(C)C)cc1,-0.3
CC(=O)c1c(C)[nH]c(C(=O)COC(=O)c2nccnc2N)c1C,0.1
NCCCCCNC(=O)c1[nH]cnc1C(=O)N[C@@H](Cc1ccccc1)C(=O)OCc1ccccc1,0.7
Cc1ccc(NS(=O)(=O)c2ccccc2[N+](=O)[O-])cc1S(=O)(=O)N1CCCCC1,-0.2
N#Cc1cccc(NS(=O)(=O)c2ccccc2Cl)c1,-1.3
CSc1ncccc1C(=O)OCC(=O)N1CCCC1,-1.6
COc1ccccc1CC(=O)Nc1ccc2c(c1)OC1(CCCC1)O2,0.7
COc1ccc(CNC(=O)COC(=O)c2[nH]c(C)c(C(C)=O)c2C)cc1OC,-14
O=C(N[C@@H]1C/C=C\C[C@@H](CC(=O)N(CCO)Cc2ccccc2)C(=O)NCCOC1=O)OCC1c2ccccc2-c2ccccc21,-1.2
CCCCN1CC(=O)N2[C@H]3c4ccccc4OC[C@@H]3[C@H](c3ccccc3)[C@]2(C)C1=O,1.1
COc1cccc(/C=C/C(=O)OCC(=O)c2c(N)n(C)c(=O)n(C)c2=O)c1,1.6
O=C1CN(C(=O)COC(=O)CCS(=O)(=O)c2ccccc2)c2ccccc2N1,0.2
COc1ccccc1NC(=O)C(C)OC(=O)CC1CCCCC1 (stereo not drawn),4.8
NS(=O)(=O)c1ccc(CCNC(=O)C2CCN(C(=O)Nc3ccccc3)CC2)cc1,0.7

# Reformatted field by field: 3 of the compounds above
> CSc1ncccc1C(=O)OCC(=O)N1CCCC1
  STK33 kinase inh: -1.6

> CC(=O)c1ccc(S(=O)(=O)NCCC(=O)OCC(=O)N(Cc2ccccc2)C(C)(C)C)cc1
  STK33 kinase inh: -0.3

> COc1ccccc1CC(=O)Nc1ccc2c(c1)OC1(CCCC1)O2
  STK33 kinase inh: 0.7

# (list continues)
SMILES,STK33 kinase inh
Cc1cc(C(=O)OCC(=O)Nc2ccccc2Br)c(C)o1,2.4
COc1cc(OC)cc(C(=O)NNC(=O)CCc2nc3ccccc3c(=O)[nH]2)c1,-0.5
CN(c1ccccc1)S(=O)(=O)c1cccc(C(=O)NCc2ccccc2)c1,0.6
CC1CCCCC1NC(=O)COC(=O)COc1ccccc1F (stereo not drawn),0.3
Cc1ccc(C2(C)NC(=O)N(CC(=O)c3ccc4c(c3)OCCO4)C2=O)cc1 (stereo not drawn),-1.0
COc1ccc(S(=O)(=O)N(C)C[C@H]2Oc3c(NC(=O)NC4CCCCC4)cccc3C(=O)N([C@H](C)CO)C[C@@H]2C)cc1,-0.3
O=C(CN1C(=O)NC(c2ccccc2)(c2ccccc2)C1=O)N1CCCCC1,-3.3
Cc1ccc(CNC(=O)C2CC(=O)N(C3CCCC3)C2)cc1 (stereo not drawn),0.4
CCOC(=O)[C@H]1[C@H]2COc3ccc(C)cc3[C@@H]2N2C(=O)CN(Cc3ccc(Cl)cc3)C(=O)[C@@]12C,2.8
CN(C)S(=O)(=O)c1ccc(NC(=O)CN2C(=O)NC(Cc3ccccc3)C2=O)cc1 (stereo not drawn),-1.1
O=C(COC(=O)c1cc[n+]([O-])cc1)NC(=O)c1ccc(OC(F)F)cc1,0.1
CCCCn1c(N)c(N(CCC(C)C)C(=O)C2CCCC2)c(=O)[nH]c1=O,-0.8
C[C@H](CO)N1C[C@H](C)[C@@H](CN(C)C(=O)NC2CCCCC2)Oc2c(NC(=O)Cc3ccccc3)cccc2C1=O,-1.5
Cc1cccc(C(=O)Nc2cccc(S(=O)(=O)NCc3ccco3)c2)c1,-0.6
CCOc1cc(C=NNC(=O)c2cccc(S(=O)(=O)N3CCCC3)c2)ccc1O,-0.7
COc1cccc(-c2ncc3ccccc3c2COC(=O)N(C)C)c1,-0.7
COc1ccc(-c2coc3cc(O)c(OC)cc3c2=O)cc1,-0.1
COc1ccccc1NS(=O)(=O)c1cccc(NC(=O)c2cncc(Br)c2)c1,-0.9
O=C(COC(=O)/C=C/c1ccc(C(F)(F)F)cc1)NC(=O)NCc1ccco1,-0.4
CN1CCC(N(C)C(=O)COc2ccccc2Cl)CC1,-1.7
CN(Cc1nc2ccccc2c(=O)[nH]1)C(=O)c1cc(C2CC2)nn1-c1ccccc1,-1.3
COC(=O)c1ccc(NC(=O)COc2ccc(N(C)S(=O)(=O)c3ccc(C)cc3)cc2)cc1,-0.3
O=c1ccc(S(=O)(=O)N2CCCC2)cn1Cc1ccc(F)cc1,0.0
CCCn1c(N)c(N2CCCCC2)c(=O)n(CC(=O)Nc2ccc(C(C)=O)cc2)c1=O,-0.2
COc1ccc(NC(=O)Nc2ccc3c(c2)C(=O)N([C@H](C)CO)C[C@H](C)[C@@H](CN(C)S(C)(=O)=O)O3)cc1,-0.1
Cn1cncc1C#Cc1c(C=O)[nH]c2ccccc12,-0.6
COc1ccc(S(=O)(=O)N2CCOCC2)cc1NC(=O)CSc1nnc(NC2CC2)s1,-0.6
CC(OC(=O)CCC(=O)c1cccs1)C(=O)NC1CCCCC1C (stereo not drawn),-0.1
CC1(NC(=O)Cc2c(Cl)cccc2Cl)CCS(=O)(=O)C1 (stereo not drawn),-0.5
COc1cccc(N2CCN(C(=O)c3cn(Cc4ccccc4)nc3-c3cccnc3)CC2)c1,-1.0
COc1ccc(NC(=O)N(C)C[C@H]2Oc3ccc(NC(=O)CCN4CCOCC4)cc3C(=O)N([C@H](C)CO)C[C@@H]2C)cc1,1.6
O=C(COC(=O)COc1ccccc1F)NCc1ccco1,-0.2
COc1ccc(C(CNC(=O)C2CC(=O)N(Cc3ccccc3)C2)N2CCCC2)cc1 (stereo not drawn),3.9
O=C(NCc1ccc(F)cc1)c1cccc2c1C(=O)c1ccc(Cl)cc1S2(=O)=O,-0.6
O=C(CN1C(=O)NC2(CCCCC2)C1=O)N1CCOCC1,-2.0
Nc1cccc(CP(=O)(c2ccccc2)c2ccccc2)c1,-0.5
CN(C)S(=O)(=O)c1cc(C(=O)Nc2ccn(C)n2)c(Cl)cc1Cl,0.2
CCOC(=O)C1CCN(C(=O)C(CCSC)NC(=O)c2ccccc2OC)CC1 (stereo not drawn),-0.9
CC(C)C(=O)Nc1cc(S(=O)(=O)N2CCOCC2)ccc1N1CCCCC1,-0.4
Cc1c(C(=O)OCC(=O)NCCc2ccc(S(N)(=O)=O)cc2)oc2ccccc12,-0.1
CCOc1cc(/C=N/NC(=O)c2ccccc2OCc2ccc(F)cc2)ccc1O,-1.1
CNC(=O)c1cccc(NC(=O)c2cc(-c3ccccc3)nc3c2cnn3C(C)C)c1,0.6
CC(OC(=O)CNC(=O)c1ccc(Br)cc1)C(=O)NC1CCCCC1C (stereo not drawn),0.9
COc1cc(OC)cc(-c2c(C#Cc3ccsc3)c3cc(-c4ccc(OC)nc4)ccc3n2C)c1,5.1
O=C(COC(=O)/C=C/c1cccc([N+](=O)[O-])c1)Nc1cccnc1Cl,-1.5
O=C(COC(=O)c1ccc(Br)o1)Nc1ccc(F)cc1[N+](=O)[O-],-1.5
Cc1ccccc1C(=O)Nc1cc(C(F)(F)F)ccc1-n1cncn1,-0.1
O=C(CSc1nc2[nH]c(=O)cc(O)c2s1)Nc1ccc(Br)cc1,0.0
CC(C(=O)N1CCOCC1)c1ccccc1 (stereo not drawn),-1.3
COCC(C)n1c(SCC(=O)Nc2sccc2C(N)=O)nc2ccccc2c1=O (stereo not drawn),-2.6
COC(=O)C1=C(C)N(Cc2ccccc2)C(=NCCCCO)N[C@H]1c1cccc(C(F)(F)F)c1,0.1
Cc1ccc(C)c(NC(=O)COC(=O)c2ccc[n+]([O-])c2)c1,-0.2
O=C(CNC(=O)c1ccc(Cl)cc1)OCCN1C(=O)c2ccccc2C1=O,-1.4
CCCc1cc(=O)[nH]c(SCC(=O)NC2(C#N)CCCCC2)n1,-1.6
CC1CCCC(NC(=O)COC(=O)c2ccc3ncsc3c2)C1C (stereo not drawn),0.4
COc1ccc(C(=O)COC(=O)c2cc(=O)c3ccccc3o2)cc1,-0.7

# Two entries drawn at random from those above, as already listed:
SMILES,STK33 kinase inh
CCCC(C)C1c2c(c(C)c(C)oc2=O)Oc2c(C)c(C)oc(=O)c21 (stereo not drawn),0.7
COc1ccc(S(=O)(=O)N(C)C[C@H]2Oc3c(NC(=O)NC4CCCCC4)cccc3C(=O)N([C@H](C)CO)C[C@@H]2C)cc1,-0.3
